Compound activity (PubChem BioAssay)
Vif-A3G inh: inhibitors of Vif-APOBEC3G interaction. Q9HC16. HeLa A3G-eYFP + Vif (tagged APOBEC3G with the HIV-1 protein that degrades it), YFP fluorescence, overnight. Potency, µM (top dose mostly 46.1 µM), without a hit: at the highest dose activity, negative = active, most hits filed as inhibitors. 0.076% of 410,000 active;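 also: % is scaled to controls: 0 for no effect and ±100 for the full control effect; nearly all actives have a fitted effect of over 60% in size; hits raise eYFP signal because A3G escapes Vif-driven loss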
Target sequence (Q9HC16 whole entry, looked up): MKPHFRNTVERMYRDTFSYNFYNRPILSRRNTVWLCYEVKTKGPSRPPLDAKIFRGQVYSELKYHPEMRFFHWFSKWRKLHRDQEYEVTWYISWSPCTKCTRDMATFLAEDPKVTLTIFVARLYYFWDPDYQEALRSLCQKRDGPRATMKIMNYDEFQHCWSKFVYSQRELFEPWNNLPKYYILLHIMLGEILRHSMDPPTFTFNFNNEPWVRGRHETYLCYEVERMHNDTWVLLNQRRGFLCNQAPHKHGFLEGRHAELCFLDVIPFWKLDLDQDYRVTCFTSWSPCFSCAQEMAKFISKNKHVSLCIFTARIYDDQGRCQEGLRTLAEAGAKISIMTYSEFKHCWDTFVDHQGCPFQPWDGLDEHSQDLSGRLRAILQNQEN
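Read-out is eYFP fluorescence (Ex 488/Em 500-530) from Vif-expressing HeLa A3G-eYFP cells; more signal means A3G escaped Vif-mediated degradation. Cells plated overnight, compound pinned in, incubated overnight at 37 deg C.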
rTrxR1 inhibitor: inhibitors of rat thioredoxin reductase 1; recombinant rTrxR1, NADPH fluorescence consumption, selenite substrate; Potency, µM (titrated, usually from 114 µM), for inactives: at the highest dose activity change, negative = inhibition, actives largely listed as inhibitors; 1% of 390,000 active; also: % is scaled to controls: 0 for no effect and ±100 for the full control effect; nearly all actives have a fitted effect of over 65% in size
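Rat TrxR1 (90 nM in the dispensed reagent) was pre-reduced with 400 uM NADPH for 5 min at room temperature, then incubated with compound for 15 min. After 400 uM selenite was added, NADPH fluorescence (Ex 340/Em 450 nm) was followed for 8 min.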
Vif-APOBEC3F blk: inhibitors of Vif-A3F interaction; Potency, µM (doses to about 46.1 µM), for inactives: at the top dose activity, negative = active; 0.2% of 390,000 active; HeLa A3F-eYFP + Vif (tagged APOBEC3F with the HIV-1 protein that degrades it), YFP fluorescence increase; also: % of control where 0% means no effect; nearly all actives have a fitted effect of over 65% in size
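HeLa cells stably expressing A3F-eYFP plus Vif, plated and incubated overnight at 37 deg C, then exposed to compounds overnight at 37 deg C. Blocked degradation read as raised yellow fluorescence (Ex 488/Em 500-530).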
TrxR1 substrate: is turned over as a substrate by rat TrxR1. purified TrxR1 substrate turnover, NADPH consumption readout. O89049. Potency, µM (doses to about 114 µM), inactives show at the highest dose activity change, negative = substrate turnover. 0.01% of 390,000 active; also: % is scaled to controls: 0 for no effect and ±100 for the full control effect; nearly all actives have a fitted effect of over 50% in size
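Rat TrxR1, dispensed at 90 nM, was prereduced with 400 uM NADPH (final) for 5 min at ~22 deg C, then incubated with compound 15 min before 400 uM selenite. A first-read NADPH fluorescence drop versus no-compound background flagged substrates.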
USP1 inh: USP1/UAF1 (human) deubiquitinase inhibition. O94782. recombinant USP1/UAF1, Ub-Rhodamine cleavage fluorescence. Potency, µM (top dose mostly 57.1 µM), for the others: top-dose activity change, negative = inhibition, hits mostly inhibitors. 0.23% of 390,000 active. AID 743255; also: % is scaled to controls: 0 for no effect and ±100 for the full control effect; nearly all actives have a fitted effect of over 60% in size; inactives centre near -12
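USP1/UAF1 complex at 1 nM was preincubated with compound for 15 min at room temperature, then Ub-Rho substrate (150nM final) was added. Fluorescence (480/540 nm) was read kinetically, 6 reads every 60 seconds.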
RGS4 inh: human RGS4 inhibition. P49798. Transcreener GDP fluorescence polarization, RGS4-accelerated GTP hydrolysis. Potency, µM (highest dose often 114 µM), without a hit: top-dose activity change, negative = inhibition, most hits filed as inhibitors. 0.039% of 390,000 active. AID 504845; also: % is scaled to controls: 0 for no effect and ±100 for the full control effect; nearly all actives have a fitted effect of over 75% in size; some results filed as inactive show a strong effect at the top dose
Target sequence (P49798 whole entry, looked up): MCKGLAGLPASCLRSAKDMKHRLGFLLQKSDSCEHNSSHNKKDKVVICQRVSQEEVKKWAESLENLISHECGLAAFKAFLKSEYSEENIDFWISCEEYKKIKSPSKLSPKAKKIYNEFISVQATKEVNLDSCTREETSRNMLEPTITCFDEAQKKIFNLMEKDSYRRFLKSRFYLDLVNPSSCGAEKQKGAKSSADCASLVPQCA
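MLSMR compounds (23 nl, pin-transferred) preincubated 10 min at room temperature with a 500nM (2x) first reagent, then RGS4 at 900nM (2x) plus Transcreener GDP mix added; fluorescence polarization (620/688 nm) read before and after 90 min at 30 °C.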
RXFP1 agonist: activates the human relaxin receptor RXFP1 | Q9HBX9 | HEK293T-RXFP1 cAMP TR-FRET, 30 min; response scale: percent of porcine relaxin response, buffer zero | Potency, µM (titrated, usually from 57.5 µM), for inactives: top-dose activation, usual class: activators | 0.3% of 370,000 active; also: % is scaled to controls: 0 for no effect and ±100 for the full control effect; nearly all actives have a fitted effect of over 60% in size; many of its hits are not listed in these tables
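HEK293 cells stably expressing RXFP1, treated 30 min at 37C with compounds plus PDE4 inhibitor Ro 20174; cAMP measured by HTRF TR-FRET. Normalized to buffer and 29 nM porcine relaxin; EC50 by Hill fit.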
12-LOX inh: ALOX12 (human) lipoxygenase inhibition. 1.1% of 580,000 active. purified 12hLO, xylenol orange hydroperoxide absorbance. P18054. Potency, µM (highest dose often 108 µM), without a hit: top-dose activity change, negative = inhibition, actives largely listed as inhibitors; also: % is scaled to controls: 0 for no effect and ±100 for the full control effect
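Hydroperoxide product was detected by ferrous iron/xylenol orange as the 573 to 405 nm absorbance ratio. Arachidonic acid at 40 uM (final) was turned over for 30 min at room temperature by 150 nM human 12hLO, pH 7.0 Hepes buffer, after 15 min compound preincubation.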
IDH1 R132H inh: inhibitors of human mutant IDH1 R132H. O75874. IDH1-R132H enzyme, NADPH consumption, diaphorase/resazurin fluorescence. Potency, µM (doses to about 76.6 µM), inactives show at the highest dose activity change, negative = inhibition, usual class: inhibitors. 0.093% of 390,000 active. AID 602179; also: % is scaled to controls: 0 for no effect and ±100 for the full control effect; nearly all actives have a fitted effect of over 65% in size
Target sequence (O75874 whole entry R132H, stated change not applied): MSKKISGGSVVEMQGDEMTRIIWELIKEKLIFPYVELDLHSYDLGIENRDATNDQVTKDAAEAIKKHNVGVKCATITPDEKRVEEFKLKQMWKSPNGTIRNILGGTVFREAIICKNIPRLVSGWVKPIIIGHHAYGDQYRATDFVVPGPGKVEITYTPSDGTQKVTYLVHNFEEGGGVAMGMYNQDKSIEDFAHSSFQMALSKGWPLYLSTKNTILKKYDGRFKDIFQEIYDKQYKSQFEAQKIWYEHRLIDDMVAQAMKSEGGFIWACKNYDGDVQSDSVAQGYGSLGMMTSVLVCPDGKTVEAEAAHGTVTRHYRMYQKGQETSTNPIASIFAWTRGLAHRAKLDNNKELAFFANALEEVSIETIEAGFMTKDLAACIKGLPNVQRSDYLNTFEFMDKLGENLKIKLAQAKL
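IDH1-R132H (0.5 ug/mL dispensed) in pH 7.5 Tris buffer was preincubated 30 min with compound, then given a substrate mix of 0.016 mM NADPH and 2 mM alpha-KG for 80 min at room temperature; remaining NADPH was read by diaphorase/resazurin fluorescence.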
The depositor's hits bear a star; & = joins results of further samples; [ ] = dose if it differs, or a comment. Calls follow the shape of the dose curve; as a rule, active = well fitted curve in the direction sought with a large enough effect; inconclusive = small, poorly fitted or top-dose-only effect, or another doubt; inactive = no such curve, though single readings can be large; an effect the other way counts as inactive or inconclusive. Potency is read from the fitted curve at half-maximal effect. The list is partial (hit frequency here may not be typical).

What do the screens show for `CCN(C(=O)CSc1ncccc1C(=O)O)C1CCCCC1`?
Vif-A3G inh: 1.4%; rTrxR1 inhibitor: 18.4%; Vif-APOBEC3F blk: -0.3%; TrxR1 substrate: -0.4%; USP1 inh: -21.3%; RGS4 inh: -24.8%[56.9 µM]; RXFP1 agonist: -0.3%; 12-LOX inh: -1.4%; IDH1 R132H inh: -4.6%

What do the screens show for `COc1ccc(N(CC(=O)N/N=C/c2cccs2)S(=O)(=O)c2ccc(OC)c(OC)c2)cc1`?
Vif-A3G inh: -0.8%; rTrxR1 inhibitor: 9.0%; Vif-APOBEC3F blk: -2.6%; TrxR1 substrate: -3.7%; USP1 inh: -11.8%; RGS4 inh: -3.3%; RXFP1 agonist: 1.4%; 12-LOX inh: -6.1%[57.4 µM]; IDH1 R132H inh: -1.9%

Results for CCOC(=O)N1CCC(NC(=O)c2c(C)nn(-c3ccc(C)cc3)c2-n2cccc2)CC1 ?
Vif-A3G inh: 1.1%; rTrxR1 inhibitor: -27.0%; Vif-APOBEC3F blk: -2.5%; TrxR1 substrate: -14.8%; USP1 inh: -11.6%; RGS4 inh: -5.1%; RXFP1 agonist: 0.5%; 12-LOX inh: -8.9%; IDH1 R132H inh: -13.5%

Results for COc1ccc(N2CCN(C(=O)C(OC(C)=O)c3ccccc3)CC2)cc1 (stereo not given) ?
Vif-A3G inh: -1.2%; rTrxR1 inhibitor: 25.7%[57.1 µM]; Vif-APOBEC3F blk: 8.1%; TrxR1 substrate: -11.6%; USP1 inh: -10.2%; RGS4 inh: 12.4%[11.4 µM]; RXFP1 agonist: -0.7%; 12-LOX inh: 10.3%; IDH1 R132H inh: 8.0%

Results for CCCc1nc(N2CCOCC2)c(C#N)c2c1CCCC2 ?
Vif-A3G inh: 0.3%; rTrxR1 inhibitor: 2.3%; TrxR1 substrate: 48.8%[activator]; USP1 inh: -3.0%; RGS4 inh: inconclusive; RXFP1 agonist: 2.1%; 12-LOX inh: -19.5%&-42.9%; IDH1 R132H inh: 8.0%

How did CN(C)C(=O)N1CCC(C(=O)NC2CCCCCCC2)CC1 do in these assays?
Vif-A3G inh: -0.5%; rTrxR1 inhibitor: 16.4%; Vif-APOBEC3F blk: 5.0%; TrxR1 substrate: 8.9%; USP1 inh: -2.3%; RGS4 inh: 4.6%; RXFP1 agonist: -0.3%; 12-LOX inh: -15.8%; IDH1 R132H inh: -0.2%

Results for CN(C)C(=O)CSc1nnc(-c2cc(-c3cccs3)nc3ccccc23)o1 ?
Vif-A3G inh: -10.6%; rTrxR1 inhibitor: 58.4%[activator]; Vif-APOBEC3F blk: -5.2%; TrxR1 substrate: 64.9%[activator]; USP1 inh: -4.2%; RGS4 inh: -27.0%; RXFP1 agonist: 5.0%; 12-LOX inh: 19.6%; IDH1 R132H inh: -3.2%

How did COCCCn1nnnc1SCC(=O)Nc1nc2ccccc2s1 do in these assays?
Vif-A3G inh: 1.7%; rTrxR1 inhibitor: 14.5%; Vif-APOBEC3F blk: -2.2%; TrxR1 substrate: 1.5%; USP1 inh: 6.3%; RGS4 inh: 7.3%; RXFP1 agonist: 0.9%; 12-LOX inh: -12.1%; IDH1 R132H inh: 0.0%

Results for Cc1ccc(NC(=O)CN2CCN(CCN=CC3=C(O)CC(c4ccc(C)cc4)CC3=O)CC2)cc1 (stereo not given) ?
Vif-A3G inh: 0.4%; rTrxR1 inhibitor: 8.5%[57.1 µM]; Vif-APOBEC3F blk: 0.8%; TrxR1 substrate: -10.7%; USP1 inh: -8.6%; RGS4 inh: 10.3%; RXFP1 agonist: 2.5%; 12-LOX inh: 10.9%; IDH1 R132H inh: 0.0%

What do the screens show for `CS(=O)Cc1cc(Sc2ccccc2)nc(-c2cccnc2)n1` (stereo not given)?
Vif-A3G inh: 1.9%; rTrxR1 inhibitor: 1.0%[57.1 µM]; Vif-APOBEC3F blk: 11.1%; TrxR1 substrate: 0.3%[57.1 µM]; USP1 inh: -14.3%; RGS4 inh: 13.4%; RXFP1 agonist: 2.6%; 12-LOX inh: -0.3%; IDH1 R132H inh: 5.7%

What do the screens show for `COc1cc([N+](=O)[O-])ccc1NC(=O)CSc1n[nH]c(C(C)C)n1`?
Vif-A3G inh: -4.2%; rTrxR1 inhibitor: 16.9%[57.1 µM]; Vif-APOBEC3F blk: 4.0%; TrxR1 substrate: 6.4%[57.1 µM]; USP1 inh: -9.7%; RGS4 inh: -25.2%; RXFP1 agonist: 2.6%; 12-LOX inh: 52.5%[activator]; IDH1 R132H inh: 7.5%

Results for O=C1CN(C(=O)/C=C/c2ccco2)c2ccccc2N1 ?
Vif-A3G inh: -2.8%; rTrxR1 inhibitor: inconclusive; Vif-APOBEC3F blk: 1.4%; TrxR1 substrate: -0.2%[57.1 µM]; USP1 inh: -15.3%; RGS4 inh: -17.6%; RXFP1 agonist: 1.3%; 12-LOX inh: -15.4%; IDH1 R132H inh: 2.7%

Results for COc1cc(CN2CCNC(=O)C2CC(=O)NCc2csc(C(C)C)n2)cc(OC)c1 (stereo not given) ?
Vif-A3G inh: 3.1%; rTrxR1 inhibitor: -13.1%; Vif-APOBEC3F blk: 0.9%; TrxR1 substrate: -5.8%; USP1 inh: -20.1%; RGS4 inh: -26.0%; RXFP1 agonist: 0.3%; 12-LOX inh: 17.4%; IDH1 R132H inh: 4.1%

Results for CC(N=C1NS(=O)(=O)c2ccccc21)C(=O)NCCCc1ccccc1 (stereo not given) ?
Vif-A3G inh: 0.0%; rTrxR1 inhibitor: 5.3%[57.1 µM]; Vif-APOBEC3F blk: 3.0%; TrxR1 substrate: 8.5%; USP1 inh: -17.3%; RGS4 inh: -22.9%; RXFP1 agonist: 1.3%; 12-LOX inh: 7.4%; IDH1 R132H inh: -1.8%

How did CC1CCC(NC(=O)CN(C)S(=O)(=O)c2ccc3c(c2)c(=O)n(C)c(=O)n3C)CC1 (stereo not given) do in these assays?
Vif-A3G inh: -3.7%; rTrxR1 inhibitor: 21.0%[57.1 µM]; Vif-APOBEC3F blk: -2.3%; TrxR1 substrate: 6.6%[57.1 µM]; USP1 inh: -21.0%; RGS4 inh: -36.6%[56.9 µM]; RXFP1 agonist: 4.4%; 12-LOX inh: 12.6%; IDH1 R132H inh: -4.9%

Results for O=C(O)[C@H](Cc1ccccc1)N1C(=O)c2c(Cl)c(Cl)c(Cl)c(Cl)c2C1=O ?
Vif-A3G inh: -8.8%; rTrxR1 inhibitor: 12.6%; Vif-APOBEC3F blk: -1.3%; TrxR1 substrate: 1.7%; USP1 inh: 2.7%; RGS4 inh: 3.4%; RXFP1 agonist: -2.6%; 12-LOX inh: -4.2%; IDH1 R132H inh: -4.1%

What do the screens show for `O=C(CN1CCN(S(=O)(=O)c2ccc(Br)s2)CC1)N1CCc2ccccc21`?
Vif-A3G inh: -1.0%; Vif-APOBEC3F blk: -1.8%; USP1 inh: 0.7%; 12-LOX inh: -24.4%; IDH1 R132H inh: -2.8%

Results for O=C(Nc1c(Cl)cccc1Cl)C1CCC1 ?
Vif-A3G inh: 0.4%; rTrxR1 inhibitor: 13.9%; Vif-APOBEC3F blk: 1.3%; TrxR1 substrate: 11.5%[57.1 µM]; USP1 inh: -4.5%; RGS4 inh: 21.1%; RXFP1 agonist: 1.4%; 12-LOX inh: -12.6%; IDH1 R132H inh: -2.1%

What do the screens show for `O=C(CCCN1C(=O)/C(=C/c2cccs2)SC1=S)NNC(=O)c1ccccc1O`?
Vif-A3G inh: -4.9%; rTrxR1 inhibitor: -9.6%; Vif-APOBEC3F blk: -5.5%; TrxR1 substrate: -5.1%; USP1 inh: -5.2%; RGS4 inh: 7.5%; RXFP1 agonist: 0.5%; 12-LOX inh: 9.4%; IDH1 R132H inh: 6.2%

How did CCOC(=O)c1sc(=NC(=O)c2cccs2)n(C)c1C do in these assays?
Vif-A3G inh: -9.1%; rTrxR1 inhibitor: -1.8%[57.1 µM]; Vif-APOBEC3F blk: -6.8%; TrxR1 substrate: 0.7%[57.1 µM]; USP1 inh: -8.0%; RGS4 inh: -8.6%; RXFP1 agonist: 28.2µM*; 12-LOX inh: 437.7%[activator]; IDH1 R132H inh: -1.7%

What do the screens show for `C1=Nc2c(Nc3ccccc3)ncnc2Oc2ccccc21`?
Vif-A3G inh: -17.5%; rTrxR1 inhibitor: 31.2%; Vif-APOBEC3F blk: -1.9%; TrxR1 substrate: -9.3%; USP1 inh: -5.6%; RGS4 inh: 17.8%; RXFP1 agonist: 1.3%; 12-LOX inh: -8.4%; IDH1 R132H inh: 2.0%

Results for O=C(COC(=O)c1cccc(C(=O)OCC(=O)NCc2ccc(F)cc2)n1)NCc1ccc(F)cc1 ?
Vif-A3G inh: -4.1%; rTrxR1 inhibitor: -10.2%; Vif-APOBEC3F blk: -7.2%; TrxR1 substrate: -4.4%; USP1 inh: -11.4%; RGS4 inh: 14.2%; RXFP1 agonist: -0.9%; 12-LOX inh: inconclusive; IDH1 R132H inh: 7.5%
